Screening data from PubChem BioAssay.
BL2 CD40 inh: CD40 pathway inhibition in BL2 cells. BL2 NF-kB luciferase reporter, CD40L-induced, 4 h. inhibition, % at 10 µM. 83,000 tested, 0.94% active. AID 1053188;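 active = mean inhibition of at least 50% with a set share of replicates also reaching that level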;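 note: 0% = neutral control wells and 100% = IKK inhibitor VII at 50 µM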
Numbers without * were called inactive; & = joins results of further samples; [ ] = dose if it differs, or a comment. An excerpt (hit frequency here may not be typical).

SMILES	BL2 CD40 inh
C[C@H](CO)N1C[C@H](C)[C@H](CN(C)Cc2ccncc2)Oc2ncc(C#CCC3CCCCC3)cc2C1=O	8.0[25 µM]
COc1cc(/C=C/C(=O)O)ccc1OS(=O)(=O)c1c(C)c(C)cc(C)c1C	-0.1
O=C(Cc1cccs1)NCCc1csc(-c2ccccc2)n1	-5.4
C/C=C/c1ccc(OCC(=O)O)c(OC)c1	4.8
CC(C)[C@H](NS(=O)(=O)c1ccccc1)C(=O)Nc1nccs1	9.4
OC(CN1CCCCC1)Cn1c2ccccc2c2ccccc21 (configuration not stated)	-5.3
C[C@H](CO)N1C[C@H](C)[C@H](CN(C)C(=O)NC2CCCCC2)OCc2cnnn2CCCC1=O	-4.9
O=C(CNC(=O)c1cccs1)OCC(=O)c1cccs1	1.8
CCOC(=O)N1CCN(C(=O)CNCc2cccs2)CC1	-11.2
CC(=O)Nc1ccc(NC(=O)C2CCN(c3ccc(C(F)(F)F)cn3)CC2)cc1	11.3
Cc1ccc2c(c1)N(C(=O)CCC(=O)N1CCN(c3ccccc3)CC1)CCO2	2.3
OC1(c2ccc(Cl)cc2)CCN(Cc2cn[nH]c2-c2ccccc2)CC1	34.7
COC(=O)c1cc(Br)c(=O)n(CCc2ccc(O)cc2)c1	14.3
O=C(Nn1cnnc1)c1ccccc1CCc1ccccc1	14.6
COc1cc2ccc(CC(N)=O)cc2cc1OC	4.1
C[C@@H]1CN([C@H](C)CO)C(=O)CCCn2nncc2CO[C@H]1CN(C)S(=O)(=O)c1ccccc1	0.7
O=C(Nc1ccc(C(F)(F)F)cc1)N1C[C@@H]2N[C@H](C1)C2c1ccc(-c2cccnc2)cc1 (some centres not stated)	32.6[25 µM]
O=C(CCCOC(=O)c1ccc(O)cc1)c1ccccc1	-16.9
COc1ccc(C#Cc2ccc([C@H]3[C@@H](CO)N4C(=O)CN(C(=O)c5ccc(F)cc5)C[C@@H]34)cc2)cc1	27.5[25 µM]
N/C(=N\N=C\c1cccc([N+](=O)[O-])c1)c1nonc1N	-81.8
O=C(NCCCN1CCOCC1)C1CCC(=O)N1CCc1ccccc1 (configuration not stated)	3.6
COc1ccc(C(=O)N2CCN(CCc3ccccn3)CC2)cc1	10.5
CN1CCN(CC#CC2(O)CCCCC2)CC1	10.7
CC1CC(=O)N(CC(=O)Nc2ccc3c(c2)OCCO3)c2ccccc2S1 (configuration not stated)	4.2&6.3
C[C@@H]1CN([C@H](C)CO)C(=O)c2cccc(NC(=O)c3ccc(-c4nccs4)cc3)c2O[C@@H]1CN(C)Cc1ccc(C(=O)Nc2ccccc2N)cc1	-86.7
SMILES	BL2 CD40 inh
Cc1noc(C)c1NC(=O)N(C)C[C@@H]1OCc2cnnn2CCCC(=O)N([C@H](C)CO)C[C@@H]1C	-1.1[25 µM]
CCc1cnc(N2[C@H](C#N)[C@@H](c3ccc(C4=CCCC4)cc3)[C@@H]2CO)s1	6.5
O=C(CN1C(=O)NC2(CCCCCC2)C1=O)Nc1ccccc1[N+](=O)[O-]	-0.6
CCOC(=O)c1c(N=CN(C)C)c2cc([N+](=O)[O-])cnc2n1C	3.0
CCN(CC)CCNC(=O)c1cc(-c2ccco2)nc2ccccc12	13.0
CC(=O)N1[C@H](CO)[C@@H](c2ccccc2)[C@H]1CN(CC1CCC1)C(=O)CN(C)C	-5.3[25 µM]
O=C(c1ccc(N2CCOCC2)cc1[N+](=O)[O-])N1CCOCC1	8.1
CCC(=O)c1ccc(CCCCCC(=O)O)s1	-15.0
CN(CCn1ccnc1)Cc1cn(-c2ccccc2)nc1-c1ccc2c(c1)OCO2	3.6
COc1ccc(NC(=O)N2C[C@@H]3[C@H](c4ccccc42)[C@@H](CO)N3Cc2ccccn2)cc1	-1.4[25 µM]
CCC(=O)N[C@@H]1CC[C@@H](CC(=O)NCc2ccccc2F)O[C@@H]1CO	6.3[25 µM]
COc1ccccc1N(C)S(=O)(=O)c1ccc(C)c(C(=O)NCc2ccccn2)c1	2.0
O=C(c1ccc(S(=O)(=O)N2CCCCC2)cc1)N(c1ccccn1)C1CCCCC1	6.1
O=C(COc1ccc(S(=O)(=O)Nc2ccccc2)cc1)N1CCOCC1	20.0
O=C(NCc1ccco1)c1cc(-c2cccs2)on1	-64.5
O=C(c1cccs1)N1CCN(C(=O)C2CCCO2)CC1 (configuration not stated)	9.8
CN1CCN(c2ccc(CNC(=O)C3(C)Cc4c(-c5ccc(C(N)=O)cc5)ccnc4O3)cc2)CC1 (configuration not stated)	5.5
O=C(c1cccc(Oc2ccccc2)c1)N1CCOCC1	1.4
O=C(C1CCCC1)N1CC(=O)N2[C@@H](CO)[C@@H](c3ccc(-c4cccnc4)cc3)[C@@H]2C1	7.6
CN(Cc1ccccc1)C(=O)c1nc2ccccn2c1CN1CCc2sccc2C1	0.2
CC(=O)Nc1sc(C)c(C)c1C(=O)OCC(=O)Nc1ccccc1	-6.1
Cc1cc(C(=O)Nc2cc(S(C)(=O)=O)ccc2Cl)c(C)o1	8.1
O=C(O)c1cc2ncc(CCO)cn2n1	9.1
O=C(COC(=O)C1CC1)Nc1ccc(Cl)cc1Cl	-1.7
COc1ccccc1Oc1nnnn1-c1ccc(C(N)=O)cc1	11.0
SMILES	BL2 CD40 inh
COc1ccc(CCN2CC(C(=O)NCc3nc4ccccc4n3C)CCC2=O)cc1 (configuration not stated)	-10.1
COc1ccc(C(=O)COC(=O)c2c(C)noc2C)cc1Cl	-4.9
CSc1ccc(CNCc2ccco2)cc1	-0.9
Cc1nc2cc(-c3ccccc3)nn2c(C)c1CCC(=O)N1CCN(c2ccccn2)CC1	-37.2
N#Cc1ccc(-c2ccc(C3[C@H]4CNC[C@@H]3N4C(=O)Nc3ccc(Cl)cc3)cc2)cc1 (some centres not stated)	-19.9
CO[C@@H]1CN(C)C(=O)c2cc(NC(=O)c3ccc(F)cc3)ccc2OC[C@@H](C)N(C(=O)CC2CC2)C[C@H]1C	6.3[25 µM]
CCN1CCN(c2ncc(C(=O)Nc3ccccc3C(=O)OC)c3ccccc23)CC1	-6.3
CCSc1ncc(C#N)c(=O)[nH]1	3.5
COc1ccc(S(=O)(=O)Nc2ccc3c(c2)C(=O)N([C@H](C)CO)C[C@@H](C)[C@@H](CN(C)C(=O)Nc2c(C)noc2C)OCCCC[C@@H](C)O3)cc1	0.1[25 µM]
Cc1ccc(S(=O)(=O)N2CCN(C(=O)COC(=O)CCOc3cc(C)ccc3C)CC2)cc1	8.0
CC1(C)Cc2cccc(OCC(=O)NCCOc3ccccc3)c2O1	2.7
Cc1cccc(C(C)C)c1NC(=O)Cc1ccc(S(=O)(=O)N2CCOCC2)s1	6.2
Cc1cccc(C)c1NC(=O)CNC(=O)CNC(=O)c1ccc2c(c1)OCO2	14.4
COc1cc(C(=O)NCc2cccc(Cl)c2)ccc1OCC(=O)N1CCOCC1	-2.9
O=C(Nc1nccs1)C1CC(=O)N(CCc2ccccc2)C1 (configuration not stated)	3.9
COc1cc(/C=C/C(=O)N(C)CC(=O)Nc2ccccc2SC)cc(OC)c1OC	3.0
O=C(C[C@H]1C=C[C@H](NS(=O)(=O)c2ccccc2)[C@@H](CO)O1)NCCN1CCCCC1	2.1[25 µM]
O=C(OCC(=O)c1ccc[nH]1)c1ccc(Br)cc1	-69.5
COc1ccc(S(=O)(=O)N(Cc2ccc(OC)c(OC)c2)Cc2ccco2)cc1	10.2
O=C(CC(=O)c1ccccc1)CC(O)(C=Cc1ccccc1)c1ccccc1 (configuration not stated)	-63.5
c1ccc(-c2noc(C34CC5CC(CC(C5)C3)C4)n2)nc1	-95.6
CCCNC(=O)N1[C@H](CO)[C@@H](c2ccc(-c3ccc(C(=O)N(C)C)cc3)cc2)[C@@H]1C#N	-4.9[25 µM]
Cc1ccc(C)c(N(CC(N)=O)S(C)(=O)=O)c1	19.5
Cc1ccc(S(=O)(=O)Nc2ccc3c(c2)CC(=O)N([C@@H](C)CO)C[C@@H](C)[C@@H](CN(C)S(=O)(=O)c2ccccc2)O3)cc1	11.9[25 µM]
COc1ccc2c3c([nH]c2c1)[C@@H](CO)N(C(=O)NC1CCCC1)CC31CCN(S(C)(=O)=O)CC1	-1.7[25 µM]

Copied from the list.
BL2 CD40 inh, CO[C@@H]1CN(C)C(=O)c2cc(NC(=O)c3ccc(F)cc3)ccc2OC[C@@H](C)N(C(=O)CC2CC2)C[C@H]1C stands at 6.3[25 µM]
BL2 CD40 inh, COc1cc(/C=C/C(=O)N(C)CC(=O)Nc2ccccc2SC)cc(OC)c1OC stands at 3.0
BL2 CD40 inh, COc1ccc(C(=O)COC(=O)c2c(C)noc2C)cc1Cl stands at -4.9

Back to the main list, repeating the 2 entries before the break.
SMILES	BL2 CD40 inh
Cc1ccc(S(=O)(=O)Nc2ccc3c(c2)CC(=O)N([C@@H](C)CO)C[C@@H](C)[C@@H](CN(C)S(=O)(=O)c2ccccc2)O3)cc1	11.9[25 µM]
COc1ccc2c3c([nH]c2c1)[C@@H](CO)N(C(=O)NC1CCCC1)CC31CCN(S(C)(=O)=O)CC1	-1.7[25 µM]
O=C(NC1CCCCC1)C1CCCN(c2nnnn2-c2ccccc2)C1 (configuration not stated)	1.2
COc1ccc(-c2nc3c(C(=O)NCCN(C)C)cccc3c3ccccc23)cc1	-35.7
CNc1nnc(-c2ccco2)s1	4.5
COc1cccc(NC(=O)C[C@H]2CC[C@H]3[C@@H](COc4ccc(NC(=O)C5CC5)cc4C(=O)N3C)O2)c1	-16.1[25 µM]
COC(=O)C1CCN(C(=O)CCC2CCCCC2)CC1	-10.7
COC(=O)c1c(C(=O)OC)c(-c2ccccc2)n2c1CCC2	8.8
c1ccc(C[n+]2ccc3ccccc3c2)cc1	12.8
Cc1cc(C(=O)CCC(=O)NC(C)c2ccc(S(N)(=O)=O)cc2)c(C)s1 (configuration not stated)	10.4
CCOc1ccc(C(=O)N/N=C/c2cc([N+](=O)[O-])cs2)cc1	9.2
N=c1n(Cc2ccccc2)c2ccccc2n1CC(O)c1ccco1 (configuration not stated)	18.4
CC=Cc1ccc2n(c1=O)C[C@@H]1[C@@H](CO)[C@H](C(=O)N3CCc4ccccc4C3)N(C(=O)C3CCC3)[C@H]21 (mixture of isomers)	-5.8[25 µM]
C[C@H]1CN([C@@H](C)CO)S(=O)(=O)c2ccc(-c3cncnc3)cc2O[C@H]1CN(C)Cc1ccncc1	0.4[25 µM]
C[C@@H]1CN([C@@H](C)CO)C(=O)c2ccccc2-c2ccccc2CO[C@@H]1CN(C)C(=O)NC1CCCCC1	4.3[25 µM]
OC[C@@H]1[C@@H](c2ccc(-c3ccccc3)cc2)[C@H]2CN(CCC(F)(F)F)CCCCN12	2.7
COc1cccc(OCc2nnc(-c3cccs3)o2)c1	-37.6
O=C(Nc1nccs1)[C@H]1[C@H](CO)[C@H]2Cn3c(cccc3=O)[C@@H]1N2C(=O)C1CC1	-11.4[25 µM]
O=C(Cn1nc(C(F)(F)F)c2c1CCCC2)NCCN1CCOCC1	3.1
CCN1CCC(n2nccc2NC(=O)c2ccccc2Cl)CC1	-0.5
COCC(C)n1c(SCC(=O)Nc2cccnc2Cl)nc2ccccc2c1=O (configuration not stated)	3.8
CN(C)CC(=O)N1[C@H](CO)[C@@H](c2ccc(-c3cccc(C(=O)N(C)C)c3)cc2)[C@@H]1C#N	-0.9[25 µM]
COc1cc(NC(=O)CSc2nncn2C)cc(OC)c1OC	6.2
O=C(Nc1nc2ccccc2[nH]1)C1CC1	-31.0
Cc1noc(C)c1NC(=O)N[C@@H]1C=C[C@H](CC(=O)Nc2ccc(-c3ccccc3)cc2)O[C@H]1CO	-15.5[25 µM]
CCc1nc(N)nc2c1C(=O)CC(C)(C)C2	11.4
Cc1c(C(=O)NN2CCOCC2)nn(-c2ccc(Cl)cc2Cl)c1-c1ccc(I)cc1	0.4[25 µM]

Looked up one by one from above, 5 records:
SMILES	BL2 CD40 inh
O=C(Nc1nc2ccccc2[nH]1)C1CC1	-31.0
COc1cc(NC(=O)CSc2nncn2C)cc(OC)c1OC	6.2
CNc1nnc(-c2ccco2)s1	4.5
COC(=O)C1CCN(C(=O)CCC2CCCCC2)CC1	-10.7
CN(C)CC(=O)N1[C@H](CO)[C@@H](c2ccc(-c3cccc(C(=O)N(C)C)c3)cc2)[C@@H]1C#N	-0.9[25 µM]

(cont.)
SMILES	BL2 CD40 inh
CS(=O)(=O)N1CCC(C(=O)NCc2ccco2)CC1	23.1
O=C(NCc1cccs1)c1cnn2cccnc12	17.7
O=C(Nc1nccs1)C1C2/C=C\CCCCC21 (configuration not stated)	0.9
CCCc1nc2c(=O)n(C)c(=O)[nH]c2n1CCC	4.6
O=C(NCCc1cccc(F)c1)[C@@H]1CSC2c3ccccc3C(=O)N21 (some centres not stated)	5.6
O=C(Oc1c(Cl)cc(Cl)c2ccccc12)N1CCCC1	19.3
OCC1(CO)COC2(CCCC2)N1	2.6
Nc1sc2c(c1C(=O)c1ccccc1)CCCC2	9.8
CCCC#Cc1ccc([C@@H]2[C@H](C#N)N(C(=O)C3CCCC3)[C@H]2CO)cc1	5.9
C[C@@H]1CN([C@@H](C)CO)S(=O)(=O)c2ccc(-c3ccccc3)cc2O[C@@H]1CN(C)S(=O)(=O)c1ccccc1F	24.0[25 µM]
O=C(CCCSc1nc2ccccc2c(=O)[nH]1)c1ccccc1	-4.1
CN(C)C(=O)c1ccc(-c2ccc3c(c2)[C@H]2[C@H](CCN2C(=O)C2CCCCC2)[C@H](CO)N3C)cc1	9.0
N#Cc1cccc(-c2ccc(C3[C@@H]4CN(S(=O)(=O)Cc5ccccc5)C[C@H]3N4)cc2)c1 (some centres not stated)	4.5
Nc1nc(N)c2cc(Sc3ccc(Cl)cc3)ccc2n1	0.4
CCOC(=O)c1ccc(S(=O)(=O)Nc2cc(S(=O)(=O)N3CCOCC3)ccc2O)cc1	-5.9
Cc1cc(NC(=O)c2cccs2)n(-c2nc3ccccc3[nH]2)n1	-2.8
Cc1cc(C)c(NC(=O)CN)c(C)c1	9.8
CCOc1ccc(NC(=O)NC(C)CC)cc1 (configuration not stated)	-23.8
Cc1ccc2cc3cc(C(=O)N4CCN(Cc5ccccc5)CC4)sc3nc2c1	-5.5
Cc1nnc2c(NC3CCCC3)nc3ccccc3n12	14.4
CCCCCCCCOC(=O)c1ccc(N)cc1	-12.4
CC(C)CC(=O)Nc1nc2ccc(S(C)(=O)=O)cc2s1	-30.0
O=C(Nc1cccc(Cl)c1)N1[C@@H]2CNC[C@H]1C2c1ccc(-c2ccccc2)cc1 (some centres not stated)	6.5&-7.3[25 µM]
